IkB sig inh: suppresses IkB signaling in ABC-DLBCL reporter cells; ABC-DLBCL IkBa-CBG/CBR dual luciferase ratio, 4 h; response scale: scaled: untreated 0%, proteasome inhibitor 100%; Potency, µM (highest dose often 57.1 µM), without a hit: at the highest dose IkBa stabilization activation; hit rate 0.04% among 110,000; active = well fitted curve in the direction sought with a large enough effect in the signal ratio, not every such curve was filed as active; inconclusive = small, poorly fitted or top-dose-only effect, or a change in a side signal; the % refers to the signal ratio;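 also: the direction sought is a rising ratio; 0% = basal untreated cells and 100% = reference inhibitor full response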
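Luminescence ratio of IκBα-fused green versus native red beetle luciferase in OCI-Ly3 cells, 4 h post-doxycycline with compound; red signal alone, scaled from basal (0%) to zero light (-100%), flagged nonspecific or cytotoxic effects.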
p53ts 39C tox: cytotoxicity in p53ts cells at nonpermissive temperature; hit rate 1.5% among 130,000; H1299-p53A138V viability at 39C, ATP luminescence, 24 h; Potency, µM (titrated, usually from 46.1 µM), for the others: at the top dose activity change, negative = cell killing, usual class: cytotoxic; also: nearly all actives have a fitted effect of over 55% in size
Imprint erasure: induces erasure of genomic imprints in mouse ES cells; mouse ES Peg3-LacZ reporter, beta-gal luminescence, 40 h; Potency, µM (titrated, usually from 60.7 µM), inactives show at the top dose activity change, positive = activation, most hits filed as activators; hit rate 0.02% among 110,000; AID 1948;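 also: 0% = negative control wells on the plate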
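Each well holds 300 Peg3LacZ-Neo (maternal) female ES cells incubated 40 h at 37C, 5% CO2. LacZ is measured by BetaGlo luminescence, with AC50 and maximum efficacy derived from dose-response curves.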
p53ts 32C tox: cytotoxicity in p53ts cells at permissive temperature; H1299-p53A138V at 32C, ATP luminescence viability, 24 h; hit rate 0.93% among 130,000; Potency, µM (titrated, usually from 46.1 µM), for inactives: at the top dose activity change, negative = cytotoxicity, most hits filed as cytotoxic;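 also: 0% = DMSO and -100% = full killing by reference compound; nearly all actives have a fitted effect of over 55% in size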
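ATP-content luminescence (ATPlite) read-out after 24 h compound exposure at 32C in H1299-p53A138V cells (600/well). Tested up to 46 uM. Normalized to DMSO (0%) and 100 uM tamoxifen (100% killing); Hill-fit AC50.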
Numbers without * were called inactive; ? = inconclusive; / = no result given; [ ] = dose if it differs, or a comment. Unless noted, calls follow the shape of the dose curve; as a rule, active = well fitted curve in the direction sought with a large enough effect; inconclusive = small, poorly fitted or top-dose-only effect, or another doubt; inactive = no such curve, though single readings can be large; an effect the other way counts as inactive or inconclusive. Unless noted, % is scaled to controls: 0 for no effect and ±100 for the full control effect; potency is read from the fitted curve at half-maximal effect. Rows are unselected (roughly 1.8% active in at least one column).

SMILES | IkB sig inh | p53ts 39C tox | Imprint erasure | p53ts 32C tox
CC1(C)CC(=O)C=C(NNC(=O)C2CCCCC2)C1 | / | -23% | / | -12%
CCCCc1ccc(NS(=O)(=O)c2ccc(N3CCCCS3(=O)=O)cc2)cc1 | 2.2% | -9% | 17%[10.9 µM] | 6%
O=C(Cn1c(=O)nc(-c2ccccc2)c2cc(Cl)ccc21)NCc1ccccc1 | ? | -4% | -11%[10.9 µM] | 2%
O=c1nc(-c2ccccc2)cn[nH]1 | -2.2% | 2% | -12% | -3%
O=C(c1ccc(Cl)cc1)C1C2C(=O)N(c3ccccc3)C(=O)C2C2CCCN21 (stereo not drawn) | ? | 26% | -32%[inhibitor] | 34%[activator]
O=C(O)CCSc1nnc(-c2ccc3c(c2)OCO3)o1 | ? | ? | -80%[inhibitor] | ?
O=C(O)C1C2C=CC3(CN(C4CCCC4)C(=O)C13)O2 (stereo not drawn) | -0.8% | -3% | 4% | 5%
COc1ncc2nc(-c3cc(F)cc(F)c3)c(=O)n(CCc3ccccc3)c2n1 | 0.7%[11.4 µM] | 5% | / | 8%
CCOC(=O)C1=C(CS(=O)(=O)c2ccc(F)cc2)NC(=O)NC1c1ccc(OCC)c(OC)c1 (stereo not drawn) | -2.2% | 4% | -4%[10.9 µM] | -22%
O=C(/C=C/c1ccc(O)cc1)c1cccs1 | / | ? | -92%[inhibitor] | 32µM*
Nc1nc(N)c(S(=O)(=O)c2ccccc2)c(Nc2ccccc2)n1 | -0.2% | 29% | 4%[10.9 µM] | 15%
COc1ccc(C(=O)/C=C/c2cn(CC(O)CN(CC(C)C)CC(C)C)c3ccccc23)cc1OC (stereo not drawn) | ? | -17% | -20%[10.9 µM] | 13%
COc1ccc(CNC(=O)C2CCC(CNS(=O)(=O)c3ccc4c(c3)CCCC(=O)N4)CC2)cc1 (stereo not drawn) | 2.8% | -6% | -9%[10.9 µM] | 5%
COC(=O)[C@@H]1C[C@@H]2CC[C@@H](O)C[C@@H]2N1Cc1ccc(C)s1 | / | -5% | -9% | 3%
CCCCS(=O)(=O)CC(O)CSc1nc(-c2ccc(C)cc2)cc(-c2ccccc2)c1C#N (stereo not drawn) | -1.0% | 3% | -7%[10.9 µM] | 21%
CCCNc1nc2c(c(=O)n(C)c(=O)n2C)n1Cc1ccc(F)cc1 | 1.3% | 45%[activator] | -16% | 2%
Cc1nc2c(c(C)nn2-c2ccccc2)c(C)c1Cl | -0.1% | -5% | -10% | 8%
COC(=O)c1ccc(OCC(O)CN(CCO)CCO)cc1 (stereo not drawn) | 0.0% | 12% | -20% | -3%
Cc1c(C(=O)NCc2ccc3c(c2)OCO3)oc2ccc(S(=O)(=O)N3CCCC3)cc12 | ? | -11% | -18% | -19%
CCCCOc1ccccc1NC(=O)c1ccc(=O)[nH]c1 | 0.2% | 3% | -15% | 1%
Cc1cc(C)nc(N2CCC(C(=O)Nc3ccc(Oc4ccccc4)cc3)CC2)n1 | -1.7% | 8% | -6% | 4%
COc1ccccc1-c1cc(NCc2cccnc2)ncn1 | 1.1%[11.4 µM] | -5% | -13% | 1%
CC1CCN(S(=O)(=O)c2ccc(NC(=O)Cn3nnc(-c4ccccc4)n3)cc2)CC1 | 0.3% | -23% | -18% | -21%
Cn1cccc1Cc1nnc(SCC(N)=O)n1-c1ccc(F)cc1 | 2.4% | 2% | -5% | -13%
Cc1ccc(NC(=O)CS(=O)CC(=O)Nc2ccc3c(c2)OCO3)cc1Cl (stereo not drawn) | 3.7% | -16% | -11% | -6%

Ordered by SMILES length (ascending): 10 of the compounds above
SMILES | IkB sig inh | p53ts 39C tox | Imprint erasure | p53ts 32C tox
O=C(/C=C/c1ccc(O)cc1)c1cccs1 | / | ? | -92%[inhibitor] | 32µM*
CC1(C)CC(=O)C=C(NNC(=O)C2CCCCC2)C1 | / | -23% | / | -12%
Cn1cccc1Cc1nnc(SCC(N)=O)n1-c1ccc(F)cc1 | 2.4% | 2% | -5% | -13%
CCCNc1nc2c(c(=O)n(C)c(=O)n2C)n1Cc1ccc(F)cc1 | 1.3% | 45%[activator] | -16% | 2%
Cc1ccc(NC(=O)CS(=O)CC(=O)Nc2ccc3c(c2)OCO3)cc1Cl (stereo not drawn) | 3.7% | -16% | -11% | -6%
CCCCc1ccc(NS(=O)(=O)c2ccc(N3CCCCS3(=O)=O)cc2)cc1 | 2.2% | -9% | 17%[10.9 µM] | 6%
O=C(Cn1c(=O)nc(-c2ccccc2)c2cc(Cl)ccc21)NCc1ccccc1 | ? | -4% | -11%[10.9 µM] | 2%
O=C(c1ccc(Cl)cc1)C1C2C(=O)N(c3ccccc3)C(=O)C2C2CCCN21 (stereo not drawn) | ? | 26% | -32%[inhibitor] | 34%[activator]
COC(=O)[C@@H]1C[C@@H]2CC[C@@H](O)C[C@@H]2N1Cc1ccc(C)s1 | / | -5% | -9% | 3%
CCCCS(=O)(=O)CC(O)CSc1nc(-c2ccc(C)cc2)cc(-c2ccccc2)c1C#N (stereo not drawn) | -1.0% | 3% | -7%[10.9 µM] | 21%

Next part:
SMILES | IkB sig inh | p53ts 39C tox | Imprint erasure | p53ts 32C tox
CN1CCN(S(=O)(=O)c2ccc(Sc3nc4ccccc4[nH]3)c3nsnc23)CC1 | 2.8% | 12% | -17% | 10%
C=CCn1c(COc2ccc(CC)cc2)nnc1SCC(=O)N(C)C1CCS(=O)(=O)C1 (stereo not drawn) | 1.7% | 1% | -4% | 3%
CCOC(=O)C1C(=O)C=C(c2cccc(NS(C)(=O)=O)c2)CC1c1ccco1 (stereo not drawn) | 1.4% | 21% | -13% | -8%
COc1ccc(CNC(=O)CCS(=O)(=O)c2ccc3c(c2)CC(C)N3C(=O)C2CC2)cc1 (stereo not drawn) | ? | ? | -5%[10.9 µM] | 5%
O=S(=O)(c1ccc(F)cc1)N1CCC(N2CCCC2)CC1 | 3.3% | 5% | -5% | 4%
COc1ccc(Oc2ncnc3c2oc2ccc(Br)cc23)cc1 | 12% | -9% | -53%[inhibitor] | -10%
COCCCNC(=O)c1ccc(-c2nc(CS(=O)(=O)c3ccc(C)cc3)c(C)o2)cc1 | -0.7% | -9% | -5%[10.9 µM] | -5%
Cc1ccc(C#CC2C=CC(Oc3ccc4c(c3)OCO4)C(CO)O2)c(C)c1 (stereo not drawn) | / | 0%[9.22 µM] | / | -1%[9.22 µM]
COc1ccc2c(c1)c1c(c(=O)n(-c3ccc(C)cc3)c(=O)n1CC(=O)NCc1ccc(C)cc1)n2C | -1.5% | 3% | 9%[10.9 µM] | 6%
COC(=O)CNC(=O)C1CCCN1C(=O)CNC(=O)OC(C)(C)C (stereo not drawn) | -0.7% | 0% | 3% | -29%
COc1ccccc1CNC(=O)C1CCN(C2=NS(=O)(=O)C(c3ccc(C)c(C)c3)=C2C)CC1 | -2.8% | -10% | -8%[10.9 µM] | 1%
O=C1CC(N2CCN(c3ccc(O)cc3)CC2)C(=O)N1Cc1cccs1 (stereo not drawn) | ? | 6% | 3% | -7%
O=C(NC1CCCCCC1)C1CCN(C(=O)N2CCOc3ccc(Cl)cc32)CC1 | -3.1% | -9% | -8%[10.9 µM] | 30%[activator]
COc1ccc(N2CCN(C(c3ccccc3OC)c3nnnn3Cc3ccco3)CC2)cc1 (stereo not drawn) | 0.8% | -4% | -14% | -2%
Cc1ccsc1-c1nc(CSCC(=O)NCCN2CCCC2)c(C)o1 | -0.2% | -15% | -24% | -3%
CC(C)NC(=O)C1CCCN(S(=O)(=O)c2cccs2)C1 (stereo not drawn) | -1.2% | 4% | -6% | 7%
CC(=O)OC/C=C(\C)CCC=C(C)C | -0.1% | -3% | ? | 2%[1.84 µM]
CCOC(=O)CSc1nc(-c2ccc(Cl)cc2)cc(C(F)(F)F)c1C#N | 1.4% | 6% | -4%[10.9 µM] | -10%
CC(C)OCCCNC(=O)C(=O)Nc1c2c(nn1-c1ccccc1)CS(=O)(=O)C2 | 2.6% | -2% | 15%[10.9 µM] | 1%
Cn1c(=O)[nH]c(=O)c2c1nc(N1CCCCCC1)n2CCSc1nc2ccccc2o1 | 1.6% | 7% | -2% | 4%
Cn1c(=O)n(C)c2cc(NS(=O)(=O)c3ccc(Br)cc3)c(NCc3ccccc3)cc21 | ? | -22% | -2%[10.9 µM] | -14%
COc1ccc(CCNS(=O)(=O)c2ccc(C3CNC(=O)C3)cc2)cc1OC (stereo not drawn) | 0.0% | 13% | 11% | -3%
COc1ccc(CNC(=O)C2CCCN2S(=O)(=O)c2ccc(C)cc2)cc1 (stereo not drawn) | 0.0% | -15% | -3% | -6%
Cc1ccc(N2CC(C(=O)NCc3cccnc3)CC2=O)cc1 (stereo not drawn) | 4.1% | 11% | 23% | -6%
COCCCNC(=O)C1CCN(C(=O)c2ccc(-n3ccc4ccccc43)s2)CC1 | ? | -23% | -9%[10.9 µM] | -11%
Carrying on.
SMILES | IkB sig inh | p53ts 39C tox | Imprint erasure | p53ts 32C tox
CCC(=O)N1CCc2cc(S(=O)(=O)NC(C(=O)NCCc3cccc(C)c3)C(C)C)ccc21 (stereo not drawn) | -2.0% | -17% | -7%[10.9 µM] | 5%
COc1ccc(NC(=O)c2ccco2)cc1NC(=O)COc1ccccc1 | -4.3% | -9% | -6%[10.9 µM] | 0%
CC1CN(C(=O)c2cc3ccccc3oc2=O)CC(C)O1 (stereo not drawn) | 1.1% | 19% | -5% | -7%
COc1ccc(Cn2ccnc2SCC(=O)NC2CCCC2)cc1 | -0.1% | -1% | -4%[10.9 µM] | 1%
Cc1ccc(Cl)cc1NC(=O)c1sc2nc(-c3ccccc3)cn2c1C | -2.1% | 36% | -12%[10.9 µM] | 10%
COc1ccc(-c2nnc(Nc3nc4c(OC)cccc4s3)o2)c(OC)c1 | ? | 10µM* | -31%[inhibitor] | ?
Cc1ccc(NC(=O)Nc2csc3c2CCCC3)c(C)c1 | -1.3% | -27% | 16%[10.9 µM] | -4%
O=C(CSc1nnc(NC(=O)C2CCC2)s1)NC1CC1 | 0.9% | -1% | -2% | 3%
CN1/C(=N\O)c2cccc3cccc1c23 | 4.2% | 0% | / | -8%
Nc1nc2nonc2nc1N1CCCCC1 | 0.8% | 20% | -2% | -2%
CCOC(=O)C(C(=O)Nc1nccs1)C1CCCCC1 (stereo not drawn) | 4.5% | -1% | -8% | -6%
COc1ccc(S(=O)(=O)NCC2CCC(C(=O)NCc3ccco3)CC2)cc1 (stereo not drawn) | 1.5% | -15% | -2% | 10%
Cc1cccc(N=C2NC(=O)CS2)c1 | -1.8% | -4% | 0% | -6%
CCOC(=O)c1c(CN(CC)CC)oc2cc(Br)c(O)cc12 | 5.8% | -10% | -18% | 12%
O=C(CNC(=O)c1ccccc1)NCCc1nc2ccccc2[nH]1 | 2.0% | 0% | -14% | 7%
CC1CCN(S(=O)(=O)c2ccc3ncn(CC(=O)N(C)Cc4ccccc4)c(=O)c3c2)CC1 | 2.7% | -18% | -8% | -7%
COc1ccc(NC(=O)Cn2c(=O)n(CCCC(=O)NCc3ccccc3OC)c(=O)c3ccccc32)cc1Cl | 2.8% | -17% | -1%[10.9 µM] | 1%
CCOc1ccc(CC(=O)NCCS(=O)(=O)N2CCN(c3ccc(OC)cc3)CC2)cc1 | 0.9% | -9% | -5%[10.9 µM] | 1%
Cc1ccc(-c2nc(CSCC(=O)N3CCN(c4ccccn4)CC3)c(C)o2)cc1 | ? | 3% | -25% | 6%
Cc1ccc(-c2c(CN3CCN(c4cccc(C)c4C)CC3)csc2C)cc1 | ? | -24% | -11%[10.9 µM] | -7%
CCOC(=O)c1ccc(NS(=O)(=O)c2ccc3[nH]c(=O)[nH]c3c2)cc1 | 4.0% | 8% | 15% | 6%
O=C(C1CCCN(S(=O)(=O)c2cccc3nonc23)C1)N1CCN(c2cccc(Cl)c2)CC1 (stereo not drawn) | ? | -22% | -7%[10.9 µM] | 9%
CC1CCN(CCNC(=O)CCS(=O)(=O)c2ccc(Br)cc2)CC1 | 0.3% | 10% | -11% | -14%

Sorted by molecular weight (low to high): three of the compounds above
SMILES | IkB sig inh | p53ts 39C tox | Imprint erasure | p53ts 32C tox
COc1ccc(NC(=O)c2ccco2)cc1NC(=O)COc1ccccc1 | -4.3% | -9% | -6%[10.9 µM] | 0%
Cc1ccc(-c2nc(CSCC(=O)N3CCN(c4ccccn4)CC3)c(C)o2)cc1 | ? | 3% | -25% | 6%
O=C(C1CCCN(S(=O)(=O)c2cccc3nonc23)C1)N1CCN(c2cccc(Cl)c2)CC1 (stereo not drawn) | ? | -22% | -7%[10.9 µM] | 9%

High-throughput results as filed in PubChem BioAssay.
